# GalR3 antag: antagonists of human GalR3. O60755. HEK293 GalR3-CNG cAMP membrane potential fluorescence; galR3 body fused to GalR1 C-terminus. inhibition, % at 3 µM. 360,000 tested, 0.44% active. AID 651719;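 active = inhibition above the screen-wide average plus 3 SD, cut at about 13% in these data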;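 also: forskolin and galanin both at EC90 stimulate the cells; cAMP rise reported by CNG channel membrane potential dye signal; 0% = forskolin plus galanin with DMSO and 100% = forskolin alone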
# Target sequence (O60755 1-299 limits assumed): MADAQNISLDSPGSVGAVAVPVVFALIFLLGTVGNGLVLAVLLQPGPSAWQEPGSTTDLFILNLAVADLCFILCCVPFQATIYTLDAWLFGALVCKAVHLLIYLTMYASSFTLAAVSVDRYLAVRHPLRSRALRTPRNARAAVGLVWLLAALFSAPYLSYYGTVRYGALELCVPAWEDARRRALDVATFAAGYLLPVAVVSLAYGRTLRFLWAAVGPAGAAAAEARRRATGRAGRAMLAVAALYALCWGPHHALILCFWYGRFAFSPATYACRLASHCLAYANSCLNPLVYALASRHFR
# An asterisk follows results filed as active. Not all compounds are listed; the hit share may differ from the screen's.
SMILES,GalR3 antag
CN(Cc1cc(Cl)cc(Cl)c1O)Cc1c(O)ccc2ccccc12,-6
COc1cc2ccc(C(C)=O)cc2cc1OC,-3
CN1c2ccccc2-c2ccccc2S1(=O)=O,10
COCCn1c(C)cc(C(=O)COC(=O)Cc2n[nH]c(=O)c3ccccc23)c1C,-5
Cn1c(=O)n(C)c2cc(CNC(=O)[C@H]3O[C@@H](n4cnc5c(N)ncnc54)[C@H](O)[C@@H]3O)ccc21,8
Cc1cc(C)c(CN2CCN(CCCn3ccc(NC(=O)OCc4ccccc4)nc3=O)CC2)c(C)c1,-7
Cc1c(Cl)cccc1NC(=O)CNC(=O)CCCc1nc2ccccc2c(=O)[nH]1,-3
CC(=O)C1=CCC(c2ccc(Cl)cc2)N(S(=O)(=O)c2ccccc2)C1 (centres undefined),-8
COc1ccc(NC(=O)c2cc(-c3cc(F)ccc3OC(C)C)n[nH]2)c(OC)c1,4
COCCNc1nc(NCCCN(C)C)c2sccc2n1,-7
O=C(CC(O)c1ccncc1)c1ccccc1O (centres undefined),1
O=C(NCc1ccccc1)C(c1cc2ccccc2o1)n1c(=O)c(-c2cc3ccccc3[nH]2)nc2ccccc21 (centres undefined),-7
Cc1ccc(S(=O)(=O)N(C)C)cc1NC(=O)CSc1nc2ncc(Cl)cc2[nH]1,0
O=C(O)c1cc(=O)[nH]c2ccccc12,0
CC1(C(=O)NS(=O)(=O)c2ccccc2Cl)CCN1C(=O)c1cccc(F)c1 (centres undefined),-6
Cc1ccc([C@H]2C[C@H](O)[C@@H](n3cc(COC(=O)c4ccccc4)nn3)CN2Cc2cccs2)cc1,-6
O=C(CC[C@H]1O[C@@H](n2ccc(=O)[nH]c2=O)[C@H](O)[C@@H]1O)NCCCc1ccccc1,-7
O=S(=O)(NN=C1CCCCCCC1)c1ccccc1,-6
Cc1ccc(C)c(CC(=O)N2CCCC(c3cc(C(=O)NCc4ccccc4)no3)C2)c1 (centres undefined),1
c1cc(CNCCNCc2ccncc2)ccn1,-5
O=c1[nH]c(=O)n(C2OC(CO)C(O)C2O)c2c1CCCC2 (centres undefined),2
CCc1csc(CNC(=O)C2CCC(=O)N(Cc3cccc(OC)c3)C2)n1 (centres undefined),-5
Cc1cc(NC(=O)CS(=O)(=O)c2cn(Cc3cccc(Cl)c3)c3ccccc23)no1,-8
COC1C(=O)CCC2(CO2)C1(O)C1(C)OC1CC=C(C)C (centres undefined),-4
Cc1cccnc1N=O,-1
CC(C)(C)c1ccc(CC(=O)N2CCC2(C)C(=O)NS(=O)(=O)c2cccc(Cl)c2)cc1 (centres undefined),-2
C#CCOCCOCCOCCNc1nc(N2CCN(C(=O)Cn3cc(CCO)nn3)CC2)nc(N2CCN(C(=O)Cn3cc(CCCN=C(N)N)nn3)CC2)n1,-4
CCN1C(=O)[C@H]2[C@@H](c3ccc(C(F)(F)F)cc3)N[C@]3(CCCN(CC4CCCCC4)C3=O)[C@H]2C1=O,-5
CCOC(=O)Nc1ccc2c(c1)C(=NNC(=S)NC)c1ccccc1-2,-3
COc1ccc(CN2C(=O)C(CC(=O)NCc3cccs3)CC(C(=O)N3CCOCC3)=C2C)cc1 (centres undefined),-5
CCN(CC)C(=O)c1cccc(-c2csc(C(C)(O)c3cccc(F)c3)n2)c1 (centres undefined),-3
COc1ccc(Cl)cc1Cn1c(C)c(C(=O)NCc2cccc(Cl)c2)sc1=O,-5
COc1ccc(NC(=O)N(C)[C@H]2C[C@H]3c4[nH]c5ccccc5c4CCN3C(=O)[C@H]2[C@H](C)O)cc1,-3
CN(CCc1ccccc1)C(=O)c1cccc(NC(=O)Cc2cccc(NC(=O)C3CCCN(C(=O)C4CC4)C3)c2)c1 (centres undefined),-5
COC1=CC(=O)OC(c2cccc(C(F)(F)F)c2)C1 (centres undefined),-5
NC(=O)N1CCN(CCCN2c3ccccc3Sc3cc(Cl)ccc32)CC1,-6
COc1cccc(NC(=O)CN(C)C(=O)c2ccc(OCC3CCCO3)cc2)c1 (centres undefined),1
Cn1c(=O)c2cc(NC(=O)Nc3cccnc3)ccc2n1Cc1ccc(Cl)cc1,-8
Cc1ccc(S(=O)(=O)N2[C@H](CC(=O)c3ccc(Cl)c(Cl)c3)OC[C@@H]2C)cc1,-7
CC1CCCC(C)N1C(=O)c1ccccc1 (centres undefined),-2
Cc1noc(C)c1COc1ccccc1C(=O)N1CCN(S(=O)(=O)c2ccccc2Br)CC1,-3
O=C(N/N=C/c1ccc2c(c1)OCO2)c1cc(-c2ccco2)nc2ccccc12,1
CC1CCC(NC(=O)c2ccc(Br)o2)CC1 (centres undefined),-6
COc1ccc(Cl)cc1CC1(C)C(=O)Nc2ccc(-c3ccccc3OC)cc21 (centres undefined),-4
CN(C)c1ccc(-c2ccnc3c2CC(C)(C(=O)NCc2ccncc2)O3)cc1 (centres undefined),-3
O=C(NC(c1ccc(Cl)cc1)c1cnccn1)C1CCN(Cc2cccc(C(F)(F)F)c2)CC1 (centres undefined),-7
CC(C)c1ccc(C(=O)N2CCCC(c3cc(C(=O)Nc4ccccc4Cl)no3)C2)cc1 (centres undefined),-8
Clc1ccccc1-c1ccc2nccn2c1,-8

# Exported with tabs: part of the list above
smiles	GalR3 antag
CN(CCc1ccccc1)C(=O)c1cccc(NC(=O)Cc2cccc(NC(=O)C3CCCN(C(=O)C4CC4)C3)c2)c1 (centres undefined)	-5
COC1=CC(=O)OC(c2cccc(C(F)(F)F)c2)C1 (centres undefined)	-5
NC(=O)N1CCN(CCCN2c3ccccc3Sc3cc(Cl)ccc32)CC1	-6
COc1cccc(NC(=O)CN(C)C(=O)c2ccc(OCC3CCCO3)cc2)c1 (centres undefined)	1
Cn1c(=O)c2cc(NC(=O)Nc3cccnc3)ccc2n1Cc1ccc(Cl)cc1	-8
Cc1ccc(S(=O)(=O)N2[C@H](CC(=O)c3ccc(Cl)c(Cl)c3)OC[C@@H]2C)cc1	-7
CC1CCCC(C)N1C(=O)c1ccccc1 (centres undefined)	-2
Cc1noc(C)c1COc1ccccc1C(=O)N1CCN(S(=O)(=O)c2ccccc2Br)CC1	-3
O=C(N/N=C/c1ccc2c(c1)OCO2)c1cc(-c2ccco2)nc2ccccc12	1
CC1CCC(NC(=O)c2ccc(Br)o2)CC1 (centres undefined)	-6
COc1ccc(Cl)cc1CC1(C)C(=O)Nc2ccc(-c3ccccc3OC)cc21 (centres undefined)	-4
CN(C)c1ccc(-c2ccnc3c2CC(C)(C(=O)NCc2ccncc2)O3)cc1 (centres undefined)	-3
O=C(NC(c1ccc(Cl)cc1)c1cnccn1)C1CCN(Cc2cccc(C(F)(F)F)c2)CC1 (centres undefined)	-7
CC(C)c1ccc(C(=O)N2CCCC(c3cc(C(=O)Nc4ccccc4Cl)no3)C2)cc1 (centres undefined)	-8
Clc1ccccc1-c1ccc2nccn2c1	-8

# Remaining list, next part:
SMILES,GalR3 antag
NC(=O)c1cccc(Nc2nc(C(N)C3CCCCC3)cs2)n1 (centres undefined),-3
CCOC(=O)N1CCN(C(=O)C[C@H]2C[C@@]3(C(=O)OC)C(=C[C@H](COCc4ccccc4)O[C@@H]3C)N(Cc3ccc4c(c3)OCO4)C2=O)CC1,-5
O=C(O)C(c1ccccc1)C1(O)CCC1 (centres undefined),-1
C[C@@H]1CN([C@@H](C)CO)S(=O)(=O)c2ccc(Br)cc2O[C@H]1CN(C)C(=O)Nc1ccc(C(F)(F)F)cc1,1
CC1CCCCC1NC(=O)CSc1ncnc2sccc12 (centres undefined),-8
O=[N+]([O-])c1ccc(S(=O)(=O)NCC(c2ccc3c(c2)OCO3)N2CCOCC2)cc1 (centres undefined),-7
O=[N+]([O-])c1ccc2nc[nH]c2c1,-5
CSCCC(C(=O)Nc1c(C)cccc1C)n1c(-c2cnc(C)cn2)nc2ccccc21 (centres undefined),-7
O=c1[nH]c2cc(Cl)cc([N+](=O)[O-])c2c2ccc(Cl)cc12,0
COc1ccccc1CNc1nc2cc(-c3ccccc3C)sc2c(=O)n1C,-6
O=[N+]([O-])c1ccc2c([N+](=O)[O-])ccc3c2c1CC3,-3
COc1ccc(S(=O)(=O)N2CCOCC2)cc1NC(=O)c1ccc(S(=O)(=O)N(C)c2ccccc2OC)cc1,-6

# Three entries already listed, arranged by heavy-atom count, ascending.
SMILES,GalR3 antag
O=c1[nH]c2cc(Cl)cc([N+](=O)[O-])c2c2ccc(Cl)cc12,0
C[C@@H]1CN([C@@H](C)CO)S(=O)(=O)c2ccc(Br)cc2O[C@H]1CN(C)C(=O)Nc1ccc(C(F)(F)F)cc1,1
CCOC(=O)N1CCN(C(=O)C[C@H]2C[C@@]3(C(=O)OC)C(=C[C@H](COCc4ccccc4)O[C@@H]3C)N(Cc3ccc4c(c3)OCO4)C2=O)CC1,-5

# (list continues)
SMILES,GalR3 antag
O=[N+]([O-])c1ccc(C=NNc2ccccc2)cc1,-7
Cc1nc(C(F)(F)F)ccc1C(=O)N1CCC1(C)C(=O)NS(=O)(=O)c1ccc(C#N)cc1 (centres undefined),-5
COC(=O)C=C1CCC2C3CCC4=CC(=O)C(Br)CC4(C)C3C(=O)CC12C (centres undefined),-3
O=C(O)CC1CCC1CC(=O)O (centres undefined),1
CC(C)COC(=O)N(C)C[C@@H]1OCc2cnnn2CCCC(=O)N([C@H](C)CO)C[C@@H]1C,1
COc1cc(OC)nc(Nc2nc(CN)cs2)n1,-7
O=S(=O)(c1ccccc1)c1nc(-c2ccc(Cl)cc2)oc1NCCCN1CCOCC1,1
C[C@@H]1CN([C@@H](C)CO)S(=O)(=O)c2ccc(Br)cc2O[C@H]1CN(C)C(=O)C1CCC1,0
CCc1nc2ccc(C(=O)Nc3ccc(OC)c(OC)c3)cn2c1N(C)Cc1nccs1,-5
CCOc1ncccc1C(=O)Nc1ccc2c(c1)OCCCO2,9
COc1cccc2c1C(CCCC(=O)O)CCC2 (centres undefined),-7
CC(OC(=O)c1cccnc1Cl)C(=O)NC1CCCCC1 (centres undefined),-6
COc1ccc(-c2noc(CCCC(=O)N3CCN(c4cc(C)ccc4C)CC3)n2)cc1,-9
CN(C(=O)CSc1ncnc2ccccc12)C1CCCCC1,1
O=C(COC(=O)c1ccc(S(=O)(=O)NCc2ccco2)cc1)Nc1ccccc1,5
COC(=O)C1=C(C)N(Cc2ccc(C(F)(F)F)cc2)C(=NCc2ccccc2C(F)(F)F)NC1c1ccc(C(F)(F)F)cc1 (centres undefined),0
COc1ccc(CN2C(=O)c3ccccc3C2(C)c2nc3ccccc3[nH]2)cc1 (centres undefined),-5
CC(=O)Nc1cc(-c2cccc(N)c2)cn2c(-c3ccccc3)cnc12,-7
Cc1cccc(C)c1NC(=O)C1c2ccccc2OCC(=O)N1CC(F)(F)F (centres undefined),1
Cc1nc(SCC(=O)N2CCNC2=O)c(C#N)c(C)c1C,-2
Cn1cnc(S(=O)(=O)N2CCCCC2c2cc(C(=O)Nc3ccccc3Cl)no2)c1 (centres undefined),-3
COc1ccc(-c2cccc3[nH]c4c(c23)CCN2C(=O)[C@H]3[C@H](C)ON(C)[C@H]3C[C@@H]42)cc1,-9
CN(CC(=O)Nc1c(Cl)cccc1Cl)C(=O)CCC(=O)c1ccccc1,-1
CC1(C(=O)Nc2ccc3nc[nH]c3c2)CCN1C(=O)Cc1ccc(-c2ccccc2)cc1 (centres undefined),-6
O=C(O)c1cc([N+](=O)[O-])cc2ccccc12,-1
COc1ccc(C(O)c2nc(-c3ccc(OC)nc3)cs2)cc1 (centres undefined),-1
CCOC(=O)C(CCc1ccccn1)c1ccccc1 (centres undefined),-6
O=C(NC1CCS(=O)(=O)C1)c1cc2c(=O)n3ccccc3nc2n1Cc1ccccc1 (centres undefined),-8
COc1ccc(C(C)c2cc3c(cc2OCC(=O)O)OCO3)cc1 (centres undefined),-6
COc1ccc(NC(=O)c2c[nH]c(=O)n(-c3ccc(C)c(C)c3)c2=O)c(OC)c1,1
CC(C)(C)S(=O)(=O)N1C[C@H]2CC(=O)C=C2[C@@H]1CCO,-5
CCOC(=O)C1(C)CCCN(C(=O)c2cc(C)oc2C)C1 (centres undefined),-5
Cc1n[nH]c2ccccc2c1=O,-6
CCOC(=O)C1CCCN(C(=O)c2cncc(Br)c2)CC1 (centres undefined),-10
COc1cccc(NC(=O)C2(C)CCN2C(=O)CCC2CCCC2)c1 (centres undefined),-6
CC[C@H]1c2[nH]c3ccc(C(C)C)cc3c2[C@@H]2CCN3C(=O)CCC[C@H]1[C@H]23,-8
C[C@@H]1CN([C@@H](C)CO)C(=O)CCCn2nncc2CO[C@@H]1CN(C)C(=O)Nc1ccc2c(c1)OCO2,-6
COc1ccc(COC[B-](F)(F)F)cc1,-5
CC(C)(C)OC(=O)N(Cc1ccccc1)Cc1ccccc1OCc1cccc(NC(=O)c2ccccc2)c1,-4
CC(C(=O)Nc1ccc2c(c1)OCO2)N(C)CC(=O)Nc1ccc(Cl)cc1 (centres undefined),-2
CCOC(=O)CNC(=O)N(C)[C@H]1C[C@H]2c3[nH]c4c(-c5ccc6c(c5)OCO6)cccc4c3CCN2C(=O)[C@H]1[C@H](C)O,-6
COCc1cccc(-c2csc(C(O)c3ccc(F)c(F)c3)n2)c1 (centres undefined),0
O=C(Nc1ccc(F)cc1)C(c1ccnc2ccccc12)N1CCN(CC(=O)N2CCCC2)CC1 (centres undefined),-6
CC(C)N(C(=O)[C@H]1C[C@H](CC(=O)NCCc2ccccn2)C(=O)N2CCc3c([nH]c4cc(CCC(=O)N(C)C)ccc34)[C@]12C)C(C)C,-6
CC(C)CCN1CCC[C@]2(N[C@H](c3ccc(C(F)(F)F)cc3)[C@@H]3C(=O)N(Cc4ccccc4)C(=O)[C@@H]32)C1=O,-5
COc1ccc(CN2C(=O)C(CC(=O)NCCCN(C)C)CC(C(=O)N(C)C)=C2C)cc1 (centres undefined),-7
Cc1ccc(S(=O)(=O)Nc2ccc3ncccc3c2[N+](=O)[O-])cc1,-5
CC(C)c1[nH]nc2c1C(c1cccc(C(F)(F)F)c1)N(Cc1ccccc1)C2=O (centres undefined),-2
COc1cc(F)ccc1-c1cc(C(=O)NCc2cc(C(F)(F)F)cc(C(F)(F)F)c2)[nH]n1,-4
NC(=O)c1ncn([C@@H]2O[C@H](CNCc3ccc(OCC(=O)Nc4nccs4)cc3)[C@@H](O)[C@H]2O)n1,-4
CCNC(=O)C1(C)CCN(C(=O)c2ccccc2C(F)(F)F)C1 (centres undefined),-6
COc1ccc(OC)c(NC(=O)COC(=O)c2ccc(S(=O)(=O)N3CCCCC3)cc2)c1,-2
